Bioassay records: PubChem BioAssay, Broad Institute
S100A4 MyoIIA – blocks human S100A4 binding to myosin IIA peptide. P26447. S100A4/TAMRA-MyoIIA peptide fluorescence polarization. inhibition, % at 10.7 µM. actives 0.14% (n = 360,000);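 active means mean inhibition of at least 70% across replicates, with every replicate also reaching that level; inconclusive means mean inhibition reaches 70% but some replicates fall short; inactive means mean inhibition below 70%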
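Test system – S100A4 monomer (human) · Compound – single-point compound testing · Schedule – 5 min incubation before reading · Probe or stimulus – TAMRA-labelled myosin IIA heavy-chain peptide probe, 5 nM · Benchmarks – neutral control DMSO, positive control TFP · Medium – Calcium-containing HEPES buffer, pH 7.2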
RAD52 inh – inhibitors of human RAD52 DNA annealing | P43351 | recombinant RAD52 DNA annealing, FRET fluorescence | inhibition, % at 18.7 µM | actives 0.46% (n = 360,000);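 active means every replicate showing at least 50% inhibition; inconclusive means mean inhibition at least 50% but not in every replicate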
E-sel inducer – induces E-selectin expression in human endothelial cells; P16581; HUVEC E-selectin immunofluorescence imaging; normalized: neutral wells 0, TNF-alpha wells 100; activation, % at 7.58 µM; actives 0.37% (n = 260,000); AID 686992;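 active means mean E-selectin-positive cell signal at least 10% of the positive control, reached in at least 60% of replicates, without over 20% cell loss; inconclusive means no rule given, readout overlaps actives, possibly toxicity-flagged; inactive means the rest, including those meeting only one limit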;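 further: in these data hits start at about 27%; measured in HUVEC primary endothelial cells; signal is the percent of cells scored E-selectin positive by PE staining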
Target sequence (P16581 whole entry, looked up): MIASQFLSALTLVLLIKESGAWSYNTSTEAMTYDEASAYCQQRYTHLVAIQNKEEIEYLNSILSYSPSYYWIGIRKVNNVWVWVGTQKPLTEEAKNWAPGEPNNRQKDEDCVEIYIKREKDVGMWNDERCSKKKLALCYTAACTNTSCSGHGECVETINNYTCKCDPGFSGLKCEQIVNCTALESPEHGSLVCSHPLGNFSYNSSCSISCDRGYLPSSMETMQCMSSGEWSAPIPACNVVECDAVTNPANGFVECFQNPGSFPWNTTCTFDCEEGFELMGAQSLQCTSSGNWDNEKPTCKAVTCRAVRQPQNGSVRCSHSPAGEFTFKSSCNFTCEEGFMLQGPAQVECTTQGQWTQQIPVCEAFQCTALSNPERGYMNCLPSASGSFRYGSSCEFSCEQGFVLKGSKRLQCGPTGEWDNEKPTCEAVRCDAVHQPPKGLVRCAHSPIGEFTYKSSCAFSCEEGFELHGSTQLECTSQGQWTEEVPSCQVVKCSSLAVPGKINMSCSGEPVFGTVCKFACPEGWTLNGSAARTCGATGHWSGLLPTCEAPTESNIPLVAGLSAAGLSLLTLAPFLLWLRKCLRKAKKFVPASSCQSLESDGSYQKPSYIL
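Assay system: HUVEC, human umbilical vein endothelial cells / Amount: 3,000 HUVEC/well / Controls: TNF-alpha positive control, DMSO neutral control / Compound dosing: single concentration / Medium: EGM-2 over gelatin coat / Evaluation: percent E-selectin-positive cells / Signal: immunofluorescence imaging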
Xi reactivation – X-chromosome reactivation activator; AID 743238; activation, % at 7.58 µM; XiGFP mouse fibroblasts, % GFP-positive cells imaging, 3 d; cells co-treated with 5-aza-dC sensitizer; scaled so ellipticine positive control = 100%; actives 0.055% (n = 360,000);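 active means mean normalized replicate activation at least 10% and every replicate at or above 10%; inconclusive means only one of the two criteria met; inactive means mean below 10% and not all replicates reach 10%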;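 further: 0% = median of on-plate neutral control wells and 100% = ellipticine 6 µM median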
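Material: XiGFP fibroblasts, SV40-immortalized. Buffer or medium: DMEM plus 5-aza-dC sensitizer. Compound: single concentration per compound, delivered by pin transfer. Times: 3 days compound exposure. Controls: ellipticine 6 µM.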
esBAF inh – inhibitors of esBAF chromatin remodeling in mouse ES cells; actives 2% (n = 350,000); reporter increase, % at 12.5 µM; Bmi1-luciferase knock-in reporter, 24 h; 100% = twice the neutral-well signal; in the data active means activation above about 40%; inconclusive means no clear call, values can overlap the other calls;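 further: 0% = median of the plate's neutral control wells and 100% = double that signal; a rise in the Bmi1 reporter signal indicates esBAF inhibition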
ERp5 block – blocks human ERp5 reductase activity on insulin; Q15084; actives 0.05% (n = 350,000); ERp5 insulin aggregation, absorbance 650 nm, 90 min; inhibition, % at 9.99 µM;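 active means mean replicate inhibition above about 25%, with every replicate also reaching it, limit read from the data, passing the limit was not always enough; inconclusive means only one of those two criteria met; inactive means neither criterion met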
Target sequence (Q15084 whole entry, looked up): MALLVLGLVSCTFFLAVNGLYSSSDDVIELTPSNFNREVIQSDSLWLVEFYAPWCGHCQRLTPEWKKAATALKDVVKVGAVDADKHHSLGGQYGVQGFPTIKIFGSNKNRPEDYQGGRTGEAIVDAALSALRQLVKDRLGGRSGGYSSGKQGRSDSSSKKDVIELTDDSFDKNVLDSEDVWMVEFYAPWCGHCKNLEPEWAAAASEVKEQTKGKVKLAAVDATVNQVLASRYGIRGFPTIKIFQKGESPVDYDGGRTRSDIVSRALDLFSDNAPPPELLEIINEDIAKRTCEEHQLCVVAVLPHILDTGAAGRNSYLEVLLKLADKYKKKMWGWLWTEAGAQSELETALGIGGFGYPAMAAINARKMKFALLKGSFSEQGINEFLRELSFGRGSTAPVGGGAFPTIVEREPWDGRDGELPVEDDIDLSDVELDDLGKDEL
RAD54 branch – RAD54 (human) branch migration inhibition; actives 0.14% (n = 360,000); Q92698; AID 602329; RAD54 Holliday junction branch migration, FAM/BHQ fluorescence; inhibition, % at 10.4 µM;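 active means mean normalized replicate activity at least 40 and at least half of replicates scoring 40 or more; inconclusive means only one of the two criteria met; inactive means mean below 40 and under half of replicates reaching 40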;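 further: 0% = median of neutral control wells and 100% = median of positive control wells; inhibitors cause a drop in the FAM fluorescence signal; in these data hits start at about 50%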
ERAP1 inh – inhibitors of human ERAP1 aminopeptidase; recombinant ERAP1, Leu-AMC fluorescence, 60 min; inhibition, % at 10.7 µM; actives 0.15% (n = 340,000); AID 652197;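 active means mean replicate inhibition of at least 30%, or all replicates individually reaching that 30% level; inactive means mean below 30% and not every replicate reaching it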;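 further: 0% = neutral control wells and 100% = L-leucinethiol positive control wells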
An asterisk follows results filed as active; ? = inconclusive; . = no result given.

compound,S100A4 MyoIIA,RAD52 inh,E-sel inducer,Xi reactivation,esBAF inh,ERp5 block,RAD54 branch,ERAP1 inh
O=C(NCCc1c[nH]c2ccccc12)/C(=C/c1cccnc1)NC(=O)c1ccccc1,0,-21,-0.4,0.0,.,2,.,-7
COc1cccc(CN(C)S(=O)(=O)c2ccccc2Br)c1,1,1,-0.1,0.0,8,9,-4,1
COc1ccc(-c2noc(CSc3nc(N)cc(=O)[nH]3)n2)cc1,-5,-4,6.5,0.0,4,5,3,2
CC(C)(C)c1ccc(C(O)c2ncc(-c3ccccc3Cl)[nH]2)cc1 (centres undefined),-5,4,?,-0.1,-1,4,-4,-1
COc1ccc(C(=O)CCC(=O)N2CCN(c3ccccc3)CC2)cc1,-1,-41,-0.1,0.2,-2,0,-6,.
O=C1NC[C@@H](c2ccccc2)OC(=O)[C@@H](Cc2ccc(F)cc2)C/C=C\C[C@@H]1CC(=O)N(CCO)Cc1ccccc1,1,4,0.0,1.3,-5,-1,-13,0
COc1ccc(OCC(=O)Nc2ccc(NC(=O)c3ccco3)c(C)c2)cc1,-1,-6,.,0.0,-1,-4,1,-4
Cc1cc(C(C)(C)C)cc(C)c1CCNC(=O)c1ccc[n+]([O-])c1,12,-3,.,0.6,9,-8,-3,-1
C[C@H]1CN([C@@H](C)CO)C(=O)c2cc(NC(=O)Nc3cccc4ccccc34)ccc2O[C@H]1CN(C)Cc1ccncc1,-4,-7,-1.3,0.0,-4,-4,-7,2
C[C@@H]1CN([C@H](C)CO)C(=O)c2cccc(NC(=O)C3CCCCC3)c2O[C@@H]1CN(C)C(=O)Nc1ccccc1,-3,9,0.2,-0.4,-1,2,-16,0
Nn1c(SCC(=O)Nc2c(F)cc(F)cc2Br)nnc1C1CCCCC1,-4,-4,.,0.1,-4,3,-12,2
O=S(=O)(Nc1ccc(C(O)(C(F)(F)F)C(F)(F)F)cc1)c1cccc2ccccc12,2,-6,.,0.1,-3,7,12,0
CCOc1ccc(N(CC(=O)N2CCN(c3ccccc3F)CC2)S(=O)(=O)c2c(C)noc2C)cc1,-6,-2,.,0.0,-1,-4,2,4
COC(=O)c1ccc(C)c(NC(=O)Cc2coc3cc(OC)ccc23)c1,-2,-12,.,.,-5,5,5,0
C[C@@H]1CN([C@@H](C)CO)C(=O)c2cc(NC(=O)CCC(F)(F)F)ccc2O[C@@H]1CN(C)C(=O)Nc1ccc(F)cc1,96*,2,0.0,-0.9,-2,-2,1,-4
COc1ccc(C(=O)NC2CCN(C(=O)NCc3ccccc3)CC2)cc1,2,-8,-0.1,0.0,-3,0,-5,3
CCOC(=O)[C@H]1[C@H]2COc3ccc(C)cc3[C@@H]2N2C(=O)c3ccc(F)cc3NC(=O)[C@@]12C,-3,-42,-0.1,0.0,-1,0,-1,0
C/C=C/c1ccc2c(c1)O[C@@H](CN(C)Cc1ccccn1)[C@@H](C)CN([C@@H](C)CO)S2(=O)=O,6,-14,0.0,0.0,2,6,1,1
Cc1ccc(F)cc1CNC(=O)C1CCC(=O)N(CC2CCCCC2)C1 (centres undefined),3,-12,.,0.1,4,3,-3,0
COc1ccc(NC(=S)Nc2ccc(OC(F)F)cc2)cn1,-1,-12,.,0.1,.,4,.,2
CCOc1ccc(CN2CCC(n3nccc3NC(=O)c3ccccc3OC)CC2)cc1,-2,-7,-0.2,-0.1,-4,-5,-4,3
CC(C)NC(=O)N(C)C[C@@H]1Oc2ccc(NS(=O)(=O)c3cn(C)cn3)cc2C(=O)N([C@@H](C)CO)C[C@H]1C,8,-1,0.0,-1.1,-6,-8,7,0
Cc1cc(SCC(=O)OC(C)C(=O)N(C)c2ccccc2)nc2ccccc12 (centres undefined),-18,-19,1.7,0.2,5,12,-3,1
CC(=O)/C(=C\N(C)C)Sc1ccc(Cl)cc1,-8,-4,4.9,0.1,.,2,.,4
N/C(Cc1ccc(Cl)cc1Cl)=N\OC(=O)Cc1ccc(Cl)cc1,-1,-18,.,0.0,.,-2,.,0
Cc1ccc(S(=O)(=O)Cc2ccc(C(=O)N3CCN(c4ccc(F)cc4)CC3)o2)cc1,-6,-32,.,-0.1,-1,6,9,-1
COC(=O)C1CCN(C(=O)C2CC(=O)N(c3ccc(C)c(Cl)c3)C2)CC1 (centres undefined),-7,-16,.,0.1,56*,-9,-1,4
COc1ccc(CN(C)C[C@@H]2OCCCC[C@H](C)Oc3ccc(NC(=O)CCCN(C)C)cc3C(=O)N([C@H](C)CO)C[C@@H]2C)cc1,6,15,-0.1,-0.1,4,-1,-8,2
O=C(c1ccccc1)N1Cc2ccccc2[C@@H]2OC(c3ccc(OCCCO)cc3)=N[C@]2(Cc2ccccc2)C1=O,3,-2,.,.,.,1,2,-3
COc1cc(Cl)c(CNC[C@H]2O[C@@H](n3cnc4c(N)ncnc43)[C@H](O)[C@@H]2O)c(Cl)c1O,-6,-11,0.0,-0.1,-10,0,-8,-1
C[C@@H]1CN([C@@H](C)CO)C(=O)Cc2cc(NC(=O)Nc3ccccc3)ccc2O[C@@H]1CN(C)Cc1ccc(C(=O)Nc2ccccc2N)cc1,-3,-20,0.7,0.0,-2,-3,-1,-2
C=CCOc1ccccc1CN1CCN(CCc2ccccc2)C(CCO)C1 (centres undefined),-2,-11,0.1,0.0,-11,5,7,-5
CO[C@@H]1CN(C)C(=O)c2ccc(NS(=O)(=O)c3cn(C)cn3)cc2OC[C@H](C)N(CC2CC2)C[C@@H]1C,-1,6,0.2,0.1,-3,3,-3,-6
CN(C)c1ccc(CN(C(=O)c2ccc(Cl)c([N+](=O)[O-])c2)C2CCS(=O)(=O)C2)cc1 (centres undefined),-11,-10,1.0,0.1,1,1,.,6
CS(=O)(=O)Nc1ccc2c(c1)[C@H]1C[C@H](CC(=O)NCC3CC3)O[C@@H](CO)[C@H]1O2,12,5,0.2,0.2,-1,1,11,1
Cc1cc(C(=O)Nc2ccncc2)c2ccccc2n1,12,-14,-0.2,0.1,5,3,-4,-4
Cc1cc(NC(=O)CS(=O)(=O)c2c[nH]c3ccccc23)no1,15,-12,-0.4,-0.1,6,2,-16,5
COc1ccc2oc(C(=O)OCC(=O)NCc3ccc(OC)c(OC)c3)c(C)c2c1,-1,-5,-1.3,0.0,11,3,2,0
CC1CC(C)C[N+](=C2C=C(N3CCCC3)CC(C)(C)C2)C1 (centres undefined),-5,-9,-1.9,0.3,.,4,.,9
C=CCOC(=O)c1c(C)nc2cc3c(cc2c1C)OCO3,-2,-9,6.0,0.0,.,2,.,2
CCn1c(=S)[nH]c2scc(-c3cccs3)c2c1=O,-4,-4,.,0.0,.,-2,.,1
O=C(CNC(=O)c1ccc(Cl)cc1Cl)OCC(=O)N1CCN(c2ccccc2)CC1,-3,-10,.,0.1,.,3,2,0
Cc1sc(N)nc1-c1ccc2c(c1)OCCO2,-1,-6,.,0.0,14,2,-9,0
O=C(NC1CCCCC1)C(c1ccc(F)cc1)N(Cc1ccco1)C(=O)c1csnn1 (centres undefined),-5,-9,13,0.4,-4,0,-14,-1
COc1ccc(C)cc1NC(=O)CSc1nnc2ccc(-c3ccccn3)nn12,5,-2,0.2,0.0,-1,0,7,0
COc1ccc(CN(C)C(=O)[C@H]2O[C@@H](n3ccc(=O)[nH]c3=O)[C@H](O)[C@@H]2O)cc1OC,1,-12,5.5,0.0,-2,-6,-9,-5
CC(C)c1cc(-c2cc(C(=O)NCc3ccccc3)on2)nc(NCC2CC2)n1,12,3,0.1,0.0,10,4,4,-1
CC1(C)C2CCC(C2)C1(C)NC(=O)CNCC1CCCCC1 (centres undefined),-3,6,.,-0.2,.,3,.,1
COCC(=O)Nc1ccc2c(c1)OC[C@@H](C)N(C(=O)c1ccccc1)C[C@@H](C)[C@@H](OC)CN(C)C2=O,0,1,-0.3,-0.1,-5,0,1,-1
CCOC(=O)Cn1cnc2c(nnn2-c2cccc(OC)c2)c1=O,19,-1,.,0.4,.,1,.,-2
COc1ccccc1N(CC(=O)NC1CCCCC1C)S(=O)(=O)c1cccs1 (centres undefined),7,-27,25,0.2,.,2,.,1
Cc1cc(C)n(CCN(C)C(=O)C2CCC(=O)N(CCN3CCOCC3)C2)n1 (centres undefined),0,-7,-0.3,0.0,-2,2,-10,1
COc1cccc(OCc2cc(C(=O)N3CCN(C4CCCCC4)C(=O)C3)no2)c1,0,-9,.,0.1,3,1,4,-2
C[C@H]1CN([C@@H](C)CO)C(=O)c2cccc(NC(=O)Nc3ccc(C(F)(F)F)cc3)c2O[C@H]1CN(C)Cc1ccc(Cl)c(Cl)c1,-25,-7,.,-0.7,1,.,0,-1
NC(=O)C1(N2CCCCC2)CCN(S(=O)(=O)c2ccccc2)CC1,4,-4,-0.1,0.0,0,1,-2,4
Cc1ccc(-c2nn(-c3ccccc3)cc2/C=N/n2c(-c3cccs3)n[nH]c2=S)cc1,-2,-13,0.1,0.2,.,-1,-19,1
O=C(N/N=C/c1cccc2ccccc12)C(=O)N1CCCC1,-3,-18,0.1,0.1,-6,-1,-4,-7
O=C(CCS(=O)(=O)c1ccc(F)cc1)Nc1nnc(-c2cccs2)o1,-6,-18,-0.4,0.0,0,-7,-7,0
CCCC(=O)Nc1ccc2c(c1)C(=O)N(C)[C@@H]1CC[C@H](CC(=O)N3CCCCC3)O[C@H]1CO2,8,-31,0.0,0.0,-4,-4,0,-6
O=C(c1ccncc1)N1CCN(S(=O)(=O)c2cccc(C(F)(F)F)c2)CC1,0,1,.,0.3,-3,6,-7,-1

(next part)
compound,S100A4 MyoIIA,RAD52 inh,E-sel inducer,Xi reactivation,esBAF inh,ERp5 block,RAD54 branch,ERAP1 inh
COc1ccc(CCNC(=O)C(=O)NCc2cccs2)cc1OC,1,-12,.,0.0,.,-3,.,-4
CC(C)n1cc(NC(=O)COc2ccccc2Cl)cn1,1,-3,-0.1,0.0,5,-3,-3,-5
C[C@@H]1CN([C@H](C)CO)C(=O)c2cc(C3=CCCC3)cnc2O[C@H]1CN(C)C(=O)C1CCC1,-11,-17,2.3,0.1,2,2,8,-3
CC(=O)Nc1ccc(NC(=O)CSc2nc(N)c(NC(=O)c3ccco3)c(=O)[nH]2)cc1,0,-17,.,0.0,.,1,-5,3
COc1ccc2[nH]c(C(=O)O)c(NC(=O)c3ccccc3[N+](=O)[O-])c2c1,8,-11,-0.1,0.0,-2,7,10,2
COc1ccc(C(c2c[nH]c3ccccc23)c2c[nH]c3ccccc23)cc1O,-4,-12,.,0.1,23,2,-8,.
O=C1C=CC(=O)c2c(O)c(N3CCN(CCOCCO)CC3)c(Br)c(O)c21,15,43,.,-0.2,.,5,.,2
